# SMN2 splice up: increases expression of the SMN2 splice variant; HEK293 SMN2-luciferase splicing reporter, luminescence, 30-36 h; Potency, µM (top dose mostly 46.1 µM), without a hit: at the top dose activity change, positive = activation, usual class: activators; 2.8% of 210,000 active; AID 1458; note: % of control where 0% means no effect; nearly all actives have a fitted effect of over 55% in size
#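 HEK293 cells carry an SMN2 minigene-luciferase reporter in which exon 7 inclusion puts luciferase in frame. Cells were seeded at 2000 cells/well, attached for 10-12 hours, then exposed to compounds for 30-36 hours at 37C before ONE-Glo luminescence.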
# KDM4E inh: inhibitors of human JMJD2E histone demethylase; B2RXH2; JMJD2E catalytic domain, FDH-coupled NADH fluorescence (FDH is formaldehyde dehydrogenase); Potency, µM (series often up to 57.1 µM), inactives show at the highest dose activity change, negative = inhibition, usual class: inhibitors; 1.6% of 230,000 active; active = well fitted inhibition curve with a large enough effect, not every such curve was filed as active; inconclusive = small, poorly fitted or top-dose-only effect, or another doubt; inactive = no such curve, though single readings can be large or run the other way;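 note: 0% = wells with enzyme and -100% = buffer wells without enzyme; nearly all actives have a fitted effect of over 50% in size; many of its hits are not listed in these tables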
# Target sequence (B2RXH2 1-337 limits assumed): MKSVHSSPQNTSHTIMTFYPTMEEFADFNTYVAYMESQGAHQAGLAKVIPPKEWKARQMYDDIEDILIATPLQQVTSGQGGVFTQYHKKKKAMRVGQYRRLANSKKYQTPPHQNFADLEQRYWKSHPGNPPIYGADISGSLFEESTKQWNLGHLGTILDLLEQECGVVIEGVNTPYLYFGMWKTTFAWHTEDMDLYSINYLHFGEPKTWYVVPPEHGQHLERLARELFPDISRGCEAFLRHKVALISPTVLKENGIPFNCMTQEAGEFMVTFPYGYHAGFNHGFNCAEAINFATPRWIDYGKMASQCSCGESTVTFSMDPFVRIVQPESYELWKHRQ
# Tau FP inhib: blocks human tau fibril formation measured by polarization; P10636; K18 P301L tau heparin fibrillization, Alexa594 FP, 6 h; Potency, µM (series often up to 57.7 µM), inactives show at the highest dose activity, negative = inhibition, hits mostly inhibitors; 0.39% of 280,000 active; AID 1468; note: % is set by controls: 0 for no effect and ±100 for the full control effect; nearly all actives have a fitted effect of over 55% in size
# Target sequence (P10636 561-689 P618L limits assumed): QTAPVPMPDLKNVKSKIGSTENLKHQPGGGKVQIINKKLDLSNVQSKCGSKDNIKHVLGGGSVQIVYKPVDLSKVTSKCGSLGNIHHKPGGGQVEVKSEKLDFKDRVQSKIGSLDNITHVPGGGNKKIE
#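 Compound effects on tau fibrillization are measured by Alexa 594 fluorescence polarization (ex 555, em 632 nm). K18 P301L tau is used at 15 uM with 0.24 uM labeled tracer, and 20 uM heparin induces aggregation over 6 hr at 37 C.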
# ALDH1A1 block: ALDH1A1 (human) enzyme inhibition; P00352; Purified ALDH1A1, NADH fluorescence, propionaldehyde substrate; Potency, µM (top dose mostly 75.3 µM), inactives show at the highest dose activity, negative = inhibition, hits mostly inhibitors; 7.3% of 220,000 active; AID 1030; active = well fitted inhibition curve with a large enough effect, not every such curve was filed as active; inconclusive = small, poorly fitted or top-dose-only effect, or another doubt; inactive = no such curve, though single readings can be large or run the other way;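 note: plate controls were no enzyme wells and a reference inhibitor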
# Target sequence (P00352 whole entry, looked up): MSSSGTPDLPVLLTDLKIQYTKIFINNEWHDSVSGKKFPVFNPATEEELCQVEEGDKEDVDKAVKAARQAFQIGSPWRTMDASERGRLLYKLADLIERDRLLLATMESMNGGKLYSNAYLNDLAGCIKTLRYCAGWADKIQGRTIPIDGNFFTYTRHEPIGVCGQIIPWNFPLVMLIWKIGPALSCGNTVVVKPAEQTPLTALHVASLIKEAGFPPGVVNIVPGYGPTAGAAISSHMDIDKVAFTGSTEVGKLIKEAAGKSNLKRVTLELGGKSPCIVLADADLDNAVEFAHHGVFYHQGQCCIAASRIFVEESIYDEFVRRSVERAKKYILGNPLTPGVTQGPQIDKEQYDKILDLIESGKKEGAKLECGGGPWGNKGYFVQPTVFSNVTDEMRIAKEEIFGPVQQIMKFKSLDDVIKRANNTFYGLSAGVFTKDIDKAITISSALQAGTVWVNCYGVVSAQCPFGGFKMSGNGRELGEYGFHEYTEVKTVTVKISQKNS
# HTT aggregate: reduces HttQ103-GFP aggregates in PC12 cells. PC12 HttQ103-GFP aggregates, Acumen cytometry, 40 h. 1.1% of 220,000 active. Potency, µM (top dose mostly 46.1 µM), for inactives: at the highest dose activity change, negative = inhibition, hits mostly inhibitors. AID 1688; note: % is set by controls: 0 for no effect and ±100 for the full control effect; nearly all actives have a fitted effect of over 60% in size
#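 PC12/HTTQ103-GFP, ecdysone-inducible; teb 100 nM; cpd qHTS titration; GFP aggregates read on laser cytometer, Ex 488/Em 500-530 nm.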
# Tau fluor counter: counter-screen for tau fibril formation inhibitors; AID 1463; Potency, µM (doses to about 57.7 µM), inactives show at the highest dose activity change, negative = decrease; 0.93% of 280,000 active; tau K18 P301L Alexa594 fluorescence, heparin fibrillization; note: % is set by controls: 0 for no effect and ±100 for the full control effect; nearly all actives have a fitted effect of over 55% in size
#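 Human K18 P301L tau (15 uM unlabeled plus 0.24 uM Alexa 594-labeled, final) in 100 mM sodium acetate pH 7 was mixed with compound and 20 uM heparin and incubated 6 hr at 37 C.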
# HTT ATP protect: protects HTT-Q103 PC12 cells, measured by ATP. PC12 HTT-Q103 induced, cytoprotection, ATP luminescence, 40 h. Potency, µM (top dose mostly 56.4 µM), inactives show cytoprotection (ATP increase), hits mostly activators. 0.14% of 230,000 active. AID 1471;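 note: % of control where 0% means no effect; nearly all actives have a fitted effect of over 45% in size; toxic huntingtin expression switched on by the ecdysone agonist tebufenozide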
#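 Compounds added alongside 100 nM tebufenozide, which induces toxic Q103 huntingtin exon 1-GFP in stable PC12 cells; surviving cells quantified by luminescent ATP measurement. Medium: phenol red-free DMEM, 5% equine and 5% calf serum.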
# Tau ThT inhib: inhibitors of human tau fibril formation, thioflavin T binding; recombinant tau K18 P301L (four-repeat tau fragment), heparin-induced fibrillization, ThT fluorescence; Potency, µM (highest dose often 57.4 µM), without a hit: at the highest dose activity, negative = inhibition, most hits filed as inhibitors; 2.1% of 270,000 active; note: % is set by controls: 0 for no effect and ±100 for the full control effect; nearly all actives have a fitted effect of over 55% in size
#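 Tau K18 P301L fragment (15 uM unlabeled plus 0.24 uM Alexa 594-labeled) in 100 mM sodium acetate pH 7 with compound, fibrillization induced by 20 uM heparin for 6 hr at 37 C. Thioflavin T (30 uM) added, fluorescence read after 1 hr (ex 450, em 510 nm).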
# Numbers without * were called inactive; ? = inconclusive; nt = not tested or not shown; & = joins results of further samples; [ ] = another dose, or the depositor's remark. Unless noted, calls come from the whole dose curve; as a rule, active = well fitted curve in the direction sought with a large enough effect; inconclusive = small, poorly fitted or top-dose-only effect, or another doubt; inactive = no such curve, though single readings can be large; an effect the other way counts as inactive or inconclusive. Potency is the fitted concentration of half-maximal effect. This is a subset (hit frequency here may not be typical).
item	Compound	SMN2 splice up	KDM4E inh	Tau FP inhib	ALDH1A1 block
1	CCCc1ccc(S(=O)(=O)Nc2ccc(C)c(NS(C)(=O)=O)c2)cc1	nt	1%	-2%	nt
2	CC1=C(C(=O)OCc2ccccc2)C(c2ccccc2OC(F)F)NC(=O)N1 (stereo unspecified)	-6%	-6%	3%	6%
3	O=C(COC(=O)c1cc2ccccc2cc1O)NC(=O)NCc1ccco1	13%	?	?	3%
4	NC(=O)COC(=O)c1cc([N+](=O)[O-])ccc1NCCO	nt	-2%	-5%	20µM*
5	NNC(=O)CNC(=O)c1cccc(Br)c1	-10%	1%	6%	-7%
6	Cc1cc(C)nc(SCc2nnc(SCC(=O)Nc3ccc(Cl)c(C(F)(F)F)c3)o2)n1	47%	2%	?	-4%
7	CCCCC(CC)CNC(=O)c1ccc2c(=O)n(Cc3ccc(OC)cc3)c(=O)[nH]c2c1 (stereo unspecified)	3%	nt	-9%	nt
8	COc1cc2c(C(=O)O)c(C)n(CC(C)C)c2c2ccccc12	-4%	?	?	?
9	O=C(CCCN1C(=O)/C(=C/c2ccccc2)SC1=S)Nc1ccc(O)cc1	-92%[inhibitor]	-8%	0%	?
10	COc1cccc(NC(=O)CN(c2cccc(F)c2)S(C)(=O)=O)c1	?	9%	-9%	14%
11	COc1ccc(/C=C(\C#N)C(=O)ONC2=NCCCCC2)cc1	-14%	?	4%	35µM*
12	Cc1c(O)ccc(C(=O)CN2C(=O)c3ccccc3C2=O)c1O	-13%	-6%	-2%	6%

item	HTT aggregate	Tau fluor counter	HTT ATP protect	Tau ThT inhib
1	35%[9.22 µM]	?	2%[10 µM]	-9%
2	-22%	-11%	15%[10 µM]	-3%
3	12%	-28%	-48%[inhibitor]	?
4	7%[9.22 µM]	-11%	2%[10 µM]	-9%
5	-1%	0%	-6%	-7%
6	-3%	?	-8%	-4%
7	nt	-13%	nt	-1%
8	-13%	-27%	20%[10 µM]	?
9	?	25µM*[quencher]	-7%[10 µM]	?
10	20%	-2%	-1%[0.074 µM]	-8%
11	-3%	-4%	-48%[inhibitor]	-15%
12	-10%	-11%	-6%[0.074 µM]	3%

# Other compounds
item	Compound	SMN2 splice up	KDM4E inh	Tau FP inhib	ALDH1A1 block
13	CCN(C(=O)c1nn(-c2ccc(OC)c(Cl)c2)c(=O)c2c1c1ccccc1n2C)c1cc(OC)ccc1OC	4%	nt	?	nt
14	CCCNC(=O)Cn1cnc2sc(C(=O)Nc3cc(OC)c(OC)c(OC)c3)c(C)c2c1=O	-30%	-10%	10%	4%
15	CCC(C)NC(=O)CCn1c(-c2ccccc2)cc(C(C)=O)c1C (stereo unspecified)	24%	6%	-5%	0%
16	O=C(Nc1ccc(CN2CCOCC2)cc1)c1ccc(-c2cccc(Cl)c2)o1	-79%[inhibitor]	0%	-1%	?
17	O=C(COC(=O)c1cccnc1Nc1ccccc1F)NC1CC1	8%	?	4%	-5%
18	COc1ccc(/C=N\NC(=O)CCc2c(C)n[nH]c2C)c(OC)c1OC	10%	-2%	-7%	-1%
19	CC(=O)/C=C1\SC(CC(=O)O)C(=O)N1c1ccccc1 (stereo unspecified)	-44%[inhibitor]	-1%	-1%	10%
20	COc1cc(S(=O)(=O)N(Cc2cccnc2)Cc2cccc(OC)c2OC)ccc1-n1cnnn1	nt	-2%	8%	nt
21	Nc1ccc(-c2nnc(-c3ccc(-c4ccccc4)cc3)o2)cc1	?	?	-4%	?
22	Cc1cc(NC(=O)Nc2ccc(N(C)C)cc2)c2cc(F)cc(F)c2n1	nt	?	-6%	-7%
23	C[C@@]12C(=O)OC(=O)[C@]1(C)[C@H]1CC[C@@H]2O1	-50%[inhibitor][20.6 µM]	7%[25.5 µM]	nt	7%[20.9 µM]
24	O=C(O)CCCC(=O)Nc1ccccc1C(=O)N1CCCC1	-18%	-6%	3%	7%

item	HTT aggregate	Tau fluor counter	HTT ATP protect	Tau ThT inhib
13	nt	-23%	nt	-4%
14	7%[9.22 µM]	-10%	-9%	-10%
15	17%	2%	28%[10 µM]	1%
16	12%	-4%	-30%	-9%
17	14%	-6%	-11%[1.9 µM]	3%
18	-1%	-11%	43%[10 µM]	-16%
19	-19%[9.22 µM]	-9%	3%	-9%
20	9%[9.22 µM]	-4%	3%[10 µM]	nt
21	5%	-23%	-24%	?
22	nt	7.9µM*[quencher]	-36%	?
23	-25%[20.6 µM]	nt	-182%[inhibitor][17.1 µM]	nt
24	10%	4%	10%	-3%

# Continued.
item	Compound	SMN2 splice up	KDM4E inh	Tau FP inhib	ALDH1A1 block
25	CCOC(=O)N1CCN(C(=O)C2CCN(c3ncnc4c3sc3cccc(F)c34)CC2)CC1	nt	?	2%	?
26	Fc1ccc(-c2oncc2-c2nnnn2-c2ccccc2)cc1F	14%	6%	-4%	-9%
27	CN(C)S(=O)(=O)c1cccc(NC(=S)NCCc2ccccn2)c1	?	-8%	-2%	-11%
28	Cc1ccccc1NC(=O)c1c(NC(=O)C(C)Oc2cccc(Cl)c2)sc2c1CCCC2 (stereo unspecified)	-7%	nt	?	nt
29	COC(=O)CSc1ccc2nnc(CCNS(=O)(=O)c3ccc(C)cc3)n2n1	-42%[inhibitor]	?	-4%&-8%	?
30	CCOc1ccccc1C(C(=O)NC1CCCC1)N(Cc1ccco1)C(=O)CNC(=O)c1ccco1 (stereo unspecified)	0%	3%	0%	1.8µM*
31	CCN1C(=O)CS/C1=N\S(=O)(=O)c1ccc(Cl)cc1	0%	-3%	-2%	5%
32	C=CCN(CC=C)CCOc1cc(C)ccc1[N+](=O)[O-]	-2%	?	-3%	?
33	COc1cc2c3c(c1)/C(=C1/SC(=S)NC1=O)C(=O)N3C(C)(C)C=C2C	-33%[inhibitor]	-1%	10%	1%
34	CCOc1ncccc1C(=O)Nc1ccc2c(c1)OCO2	-4%	10%	1%	4%
35	COc1ccc(Cn2c(=O)[nH]c3cc(OC)c(OC)cc3c2=O)cc1	nt	?	-11%	nt
36	Cc1nc2c(ccc3nc(NC(=O)c4ccc5c(c4)OCCO5)sc32)s1	?	?	?	?

item	HTT aggregate	Tau fluor counter	HTT ATP protect	Tau ThT inhib
25	10µM*	-9%	-88%[inhibitor]	?
26	-8%	-6%	11%[10 µM]	-3%
27	-17%	-6%	-23%	-5%
28	nt	-8%	nt	?
29	7%	-1%&-7%	-3%	0%&-1%
30	-3%	-12%	21%[10 µM]	-17%
31	15%	-6%	-15%[10 µM]	-3%
32	6%	-13%	nt	-14%
33	?	?	5%[1.9 µM]	?
34	-17%	-4%	-56%[inhibitor]	-9%
35	7%[9.22 µM]	-30%	1%[10 µM]	nt
36	-14%	?	-97%[inhibitor]	-21%

# Carrying on.
item	Compound	SMN2 splice up	KDM4E inh	Tau FP inhib	ALDH1A1 block
37	O=C(Nc1ccc2oc(-c3ccccc3)nc2c1)c1ccc2ccccc2c1	-9%	nt	-15%	nt
38	CCO[C@@H]1OC(C(=O)N2CCN(Cc3ccccc3)CC2)=C[C@H](c2cn(C(C)=O)c3ccccc23)[C@H]1CCCO	nt	-3%	12%	?
39	Cc1cc(C)cc(Nc2ccc([N+](=O)[O-])nc2[N+](=O)[O-])c1	-10%	2%	5%	?
40	Cc1cc(C)n(-c2nnc(NC34CC5CC(CC(C5)C3)C4)nn2)n1	11µM*	-5%	3%	-10%
41	CCOc1ccc(C(=O)NC(=S)Nc2cccc(NC(=O)c3ccco3)c2)cc1[N+](=O)[O-]	4%	-11%	-13%	3.2µM*
42	CCn1c(SCC(=O)Nc2ccccc2N2CCOCC2)nnc1-c1ccccc1O	-6%	2%	-6%	-7%
43	CCCCOC(=O)c1ccc(NC(=O)/C(C#N)=C/c2ccc(C)o2)cc1	8%	nt	-14%	nt
44	CCOC(=O)N1CCC(NC(=O)CCC(=O)c2ccccc2)CC1	30%	11%	8%	3%

item	HTT aggregate	Tau fluor counter	HTT ATP protect	Tau ThT inhib
37	nt	-13%	nt	-7%
38	14%[9.22 µM]	0%	12%[10 µM]	-12%
39	-7%	-18%	?	?
40	-15%	-21%	nt	?
41	-10%	?	10%[10 µM]	?
42	?	-7%	9%[0.074 µM]	-6%
43	nt	-11%	nt	-16%
44	4%	8%	-3%	5%

# Entries from the list above that contain two or more sulfur atoms (8):
item	Compound	SMN2 splice up	KDM4E inh	Tau FP inhib	ALDH1A1 block
1	CCCc1ccc(S(=O)(=O)Nc2ccc(C)c(NS(C)(=O)=O)c2)cc1	nt	1%	-2%	nt
6	Cc1cc(C)nc(SCc2nnc(SCC(=O)Nc3ccc(Cl)c(C(F)(F)F)c3)o2)n1	47%	2%	?	-4%
9	O=C(CCCN1C(=O)/C(=C/c2ccccc2)SC1=S)Nc1ccc(O)cc1	-92%[inhibitor]	-8%	0%	?
27	CN(C)S(=O)(=O)c1cccc(NC(=S)NCCc2ccccn2)c1	?	-8%	-2%	-11%
29	COC(=O)CSc1ccc2nnc(CCNS(=O)(=O)c3ccc(C)cc3)n2n1	-42%[inhibitor]	?	-4%&-8%	?
31	CCN1C(=O)CS/C1=N\S(=O)(=O)c1ccc(Cl)cc1	0%	-3%	-2%	5%
33	COc1cc2c3c(c1)/C(=C1/SC(=S)NC1=O)C(=O)N3C(C)(C)C=C2C	-33%[inhibitor]	-1%	10%	1%
36	Cc1nc2c(ccc3nc(NC(=O)c4ccc5c(c4)OCCO5)sc32)s1	?	?	?	?

item	HTT aggregate	Tau fluor counter	HTT ATP protect	Tau ThT inhib
1	35%[9.22 µM]	?	2%[10 µM]	-9%
6	-3%	?	-8%	-4%
9	?	25µM*[quencher]	-7%[10 µM]	?
27	-17%	-6%	-23%	-5%
29	7%	-1%&-7%	-3%	0%&-1%
31	15%	-6%	-15%[10 µM]	-3%
33	?	?	5%[1.9 µM]	?
36	-14%	?	-97%[inhibitor]	-21%

# Assay outcomes as filed in PubChem.
